Screening results from PubChem BioAssay.
SIRT5 block: SIRT5 desuccinylase inhibitors, primary screen, biochemical, fluorescence imaging, single point, set 5 | NAD-dependent protein deacylase sirtuin-5, mitochondrial (Homo sapiens), Q9NXA8 | Purified SirT5, succinyl-peptide AMC, trypsin-coupled fluorescence | inhibition, % at 15 µM | 1.1% of 330,000 active; in the data active = inhibition above about 15%; inconclusive = no clear call, values can overlap the other calls
Target sequence (Q9NXA8 whole entry, looked up): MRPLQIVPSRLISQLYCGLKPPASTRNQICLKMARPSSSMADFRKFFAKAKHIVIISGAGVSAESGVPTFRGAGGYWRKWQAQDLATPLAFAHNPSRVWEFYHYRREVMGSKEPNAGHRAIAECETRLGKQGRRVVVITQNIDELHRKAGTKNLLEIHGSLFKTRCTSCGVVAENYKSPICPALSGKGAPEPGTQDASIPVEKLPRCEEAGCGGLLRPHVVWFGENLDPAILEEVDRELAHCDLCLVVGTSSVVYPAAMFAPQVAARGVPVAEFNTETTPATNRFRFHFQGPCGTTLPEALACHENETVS
ARNT TACC3 PPI: disruptors of ARNT/TACC3 protein interaction, primary screen, biochemical, AlphaScreen, single concentration; AID 623870, 2012; AlphaScreen His-ARNT PAS-B/GST-TACC3 binding, luminescence; TACC3 fragment carries E629A point mutation; inhibition, % at 9.99 µM; Transforming acidic coiled-coil-containing protein 3 (Homo sapiens), Q9Y6A5; 0.66% of 390,000 active;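 active = mean inhibition of replicates at least 50% and at least half of replicates each reaching 50%; inconclusive = half or more replicates reach 50% but mean below 50%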;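 note: 0% = complete ARNT plus TACC3 wells and 100% = ARNT alone without TACC3; many hits fall short of the cut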
DENV2 CPE: inhibitors of DENV2 cytopathic effect, primary screen, cell-based, plate reader, single concentration | DENV2-infected cells, cytopathic effect rescue | CPE inhibition, % at 9.99 µM | 1.7% of 350,000 active; in the data active = CPE inhibition above about 20%, passing the limit was not always enough; inconclusive = no clear call, values can overlap the other calls; tested in BHK-21 cells;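 note: 0% = median of neutral control wells and 100% = median of positive control wells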
CASP6 VEID inh: human caspase-6 inhibitors, primary screen, biochemical, VEID-R110 fluorescence, single point, set 2 | purified caspase-6, Z-VEID-R110 cleavage fluorescence | AID 686996, 2013 | 0.53% of 350,000 active | P55212 | inhibition, % at 12.5 µM;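 active = mean inhibition across replicates at least about 35%, with every replicate also reaching that limit, limit read from the data; inconclusive = only one of the two criteria met; inactive = neither criterion met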;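 note: 0% = median of neutral control wells and 100% = no fluorescence left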
Target sequence (P55212 24-179 limits assumed): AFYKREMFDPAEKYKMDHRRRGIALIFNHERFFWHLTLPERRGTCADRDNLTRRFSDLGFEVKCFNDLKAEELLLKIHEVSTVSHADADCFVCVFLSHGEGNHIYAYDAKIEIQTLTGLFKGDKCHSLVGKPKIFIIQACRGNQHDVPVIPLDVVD
Target sequence (P55212 194-293 limits assumed): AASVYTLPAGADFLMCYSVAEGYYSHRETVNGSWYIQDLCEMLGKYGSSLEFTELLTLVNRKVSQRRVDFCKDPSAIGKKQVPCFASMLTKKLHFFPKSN
PAX8 reporter: inhibitors of PAX8-driven TPO luciferase reporter, primary screen, RMG-I cells, single concentration; SteadyGlo, 24 h; inhibition, % at 12.6 µM; 1.2% of 360,000 active;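 active = mean replicate inhibition at least 60% with every replicate also reaching 60%; inconclusive = only one of the two criteria is met; inactive = mean below 60% and not all replicates reaching 60%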;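 note: luciferase light reporting Pax8 driven TPO promoter activity; plate controls were median of neutral control wells for no effect and mitoxantrone controls for full effect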
LGR2 inh: inhibitors of bursicon-induced LGR2 CRE-luciferase signal, primary screen, cell-based, HEK293, CRE-luciferase reporter, bursicon stimulation; Drosophila bursicon receptor LGR2 (rickets); bursicon-stimulated, 4 h; inhibition, % at 9.99 µM; 0.35% of 380,000 active; AID 720647, 2013;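 active = drop in luminescence signal, shown as inhibition above about 50% in the replicate tests, limit read from the data, passing the limit was not always enough; inconclusive = probably only some replicates passing the limit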;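 note: agonist challenge used bursicon conditioned medium at about half maximal strength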
EWS-Fli inh: EWS/Fli-driven NR0B1 reporter inhibitors, primary screen, A673 cells, NR0B1 luciferase, luminescence, MLPCN library. viability-normalised. inhibition, % at 12.6 µM. 0.67% of 350,000 active. AID 651661, 2012;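 active = mean inhibition of at least 50% after viability correction, with every replicate also passing that limit; inconclusive = mean reaches 50% but only one of two replicates passes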;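 note: firefly luciferase signal divided by Alamar Blue viability fluorescence both relative to DMSO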
Numbers without * were called inactive; u = inconclusive; x = not tested or not shown. Not a hit list. About 4.9% of those tested had a hit in this group.

compound | CASP6 VEID inh | DENV2 CPE | EWS-Fli inh | SIRT5 block | LGR2 inh | ARNT TACC3 PPI | PAX8 reporter
O=C(COC(=O)CCN=C1NS(=O)(=O)c2ccccc21)NNC(=O)c1ccc(Cl)cc1 | 6 | 3 | 3 | 1 | -2 | -16 | -24
CO[C@H]1CN(C)C(=O)c2cc(NC(=O)C3CCCC3)ccc2OC[C@H](C)N(C(=O)CC2CC2)C[C@@H]1C | 2 | -3 | 2 | -3 | -10 | 8 | x
C[C@@H]1CN([C@H](C)CO)C(=O)c2cccc(NC(=O)Nc3cccc4ccccc34)c2O[C@H]1CN(C)S(=O)(=O)c1cccs1 | 2 | 7 | 1 | 0 | -9 | -2 | x
C[C@@H]1CCCCO[C@H](CN(C)S(=O)(=O)c2ccc(F)cc2)[C@@H](C)CN([C@@H](C)CO)C(=O)c2cc(NC(=O)Nc3ccc4c(c3)OCO4)ccc2O1 | 0 | -7 | -1 | 9 | 4 | 23 | -17
Cc1noc(C)c1S(=O)(=O)N(C)C[C@H]1Oc2c(NC(=O)C3CCCCC3)cccc2C(=O)N([C@@H](C)CO)C[C@H]1C | -3 | -1 | 4 | 9 | 3 | 0 | x
CCc1cc2c(SC(C)C(=O)NC3CCCC3)ncnc2s1 (centres undefined) | 2 | 5 | 8 | -3 | -2 | -15 | 8
C=CCN(CC=C)C(=O)COC(=O)c1ccc(Sc2ncn[nH]2)c([N+](=O)[O-])c1 | 3 | -3 | 1 | 1 | -16 | 12 | -6
COc1ccc(N=Cc2ccc(-c3ccccc3)o2)cc1 | -2 | -2 | 1 | 1 | -42 | 1 | -10
S=c1[nH]nc(-c2ccc(Cl)cc2)n1CC1CCCO1 (centres undefined) | -6 | -4 | 4 | -4 | -1 | -11 | x
CC(=O)Nc1ccc2c(c1)C(=O)N(C)[C@@H]1CC[C@H](CC(=O)N3CCc4ccccc4C3)O[C@@H]1CO2 | x | -1 | -2 | x | -13 | 2 | 15
COc1ccc(S(=O)(=O)NCCN2CCOCC2)cc1[N+](=O)[O-] | -1 | 13 | -5 | -2 | 19 | 1 | -5
CCOc1ccccc1NC(=S)Nn1cnnc1 | -4 | 0 | 9 | -1 | 12 | x | 16
CCCc1cc(C(=O)Nc2sc3c(c2C(=O)OCC)CCCC3)no1 | 1 | -1 | 1 | -10 | -1 | -1 | 11
Nc1nc(NCc2ccco2)nc(N2CCCC2)c1[N+](=O)[O-] | 3 | -6 | 3 | x | -1 | -3 | 11
O=C1Nc2ccc([N+](=O)[O-])cc2OC1CCN1CCCC1 (centres undefined) | 0 | 10 | 8 | 2 | -10 | 1 | -11
Oc1ccc(Br)cc1-c1ccnn1-c1ccccc1 | 7 | -3 | 28 | -2 | 1 | 7 | -10
CC1CCCC(NC(=O)COC(=O)CCc2ccccc2)C1C (centres undefined) | -2 | 3 | 8 | 1 | 6 | x | 11
COc1cccc(C2CC(c3cccs3)=NN2C(=O)CSC2=NN3CCCC(=O)N=C3S2)c1OC (centres undefined) | -1 | 6 | 5 | -2 | -11 | 0 | 12
COc1ccc(-c2cnc(SCC(=O)Nc3cc(C)on3)n2Cc2ccco2)cc1 | 1 | x | x | -6 | -2 | x | x
COC(=O)c1ccc(CN2CCN(CCc3ccccc3)C(CCO)C2)cc1 (centres undefined) | -2 | -2 | 6 | 0 | 6 | 1 | -7
COc1cc(C2CC(=O)c3cnc(NC(=O)c4ccco4)nc3C2)cc(OC)c1OC (centres undefined) | 3 | 0 | 6 | -1 | 5 | -3 | 5
COc1ccc(/C=C/C(=O)NC(=S)NCC2CCCO2)cc1 (centres undefined) | 1 | 1 | -2 | 2 | 2 | -26 | 20
O=C(Cn1c2[n+](c3ccc(C(F)(F)F)cc31)CCCCC2)Nc1c(F)cccc1F | 0 | 5 | -3 | 2 | -31 | 8 | 9
CCN1CCN(c2ccc(S(=O)(=O)N3CCOCC3)cc2NC(=O)c2ccccc2SC)CC1 | -7 | 19 | 7 | -1 | 6 | 0 | 11
Cc1cc(-c2cc(-c3ccc(Cl)cc3)on2)nc(NCC2CC2)n1 | -4 | 2 | -6 | x | -9 | -5 | -3
CCCC1CC(C)(c2csc(Nc3ccc(OCC)cc3)n2)OC1=O (centres undefined) | 2 | -9 | x | -2 | -11 | 7 | x
Nc1nonc1NC(=O)NN=C1CCCCC1 | -5 | -1 | 0 | -1 | -6 | 18 | 0
Cc1cccc(-c2ccc([C@H]3[C@H]4CN(S(=O)(=O)c5cn(C)cn5)CCCCN4[C@H]3CO)cc2)c1 | 1 | -10 | x | -3 | -7 | -1 | 34
Cc1ccc(S(=O)(=O)n2c([N+](=O)[O-])cnc2C)cc1C | 2 | -4 | -7 | -4 | 1 | -15 | 0
CCC1(C)Cc2ccccc2-c2[nH][nH]c(=O)c21 (centres undefined) | -1 | 12 | -2 | -1 | 25 | 3 | 3
COc1ccc(NC(=O)c2ccc(S(=O)(=O)C(F)F)cc2)c(OC)c1 | -1 | 0 | -18 | -4 | -8 | 1 | -2
O=C(/C=C/Nc1ccc(Br)cc1F)c1ccccc1 | -2 | -1 | 74* | 10 | x | x | -26
O=C(C[C@H]1C=C[C@H](NC(=O)c2ccccc2)[C@H](CO)O1)NCc1ccc(Oc2ccccc2)cc1 | 2 | 31* | 10 | 1 | -8 | x | x
Cc1ccccc1-c1cc(C(=O)N2CCCC2)c2ccccc2n1 | 19 | -6 | 1 | 0 | -4 | 3 | -15
Cc1c(C(=O)Oc2ccc(F)cc2)sc2ncn(Cc3cccc(F)c3)c(=O)c12 | -1 | -3 | 46 | -1 | 1 | -1 | 28
C=CCN1C(=O)c2ccc(C(=O)NCC(=O)Nc3c(C)cc(C)cc3C)cc2C1=O | 3 | -10 | 4 | 3 | -12 | 11 | -15
COc1ccccc1C1CC(=O)Nc2cc(C)c(C)cc21 (centres undefined) | 5 | -3 | 54* | -1 | 3 | -7 | 53
CCOC(=O)c1[nH]c2ccc(Cl)cc2c1NC(=O)/C=C/c1ccc2c(c1)OCO2 | 0 | -10 | 35 | -3 | -11 | -13 | -13
O=C(c1ccco1)N1CCN(C(=S)Nc2cc(F)cc(F)c2)CC1 | -1 | -3 | x | -2 | 15 | -4 | 3
COC(=O)C(C)Sc1nnc(Cc2cc(=O)[nH]c(=O)[nH]2)n1-c1ccc(Cl)cc1 (centres undefined) | 9 | 3 | -3 | x | 0 | -6 | -15
CC(=O)c1ccc(-c2cccc3nccn23)cc1 | 2 | 9 | -2 | x | 12 | x | -18
COC(=O)c1cc(O)c(O)c(O)c1 | x | -4 | -5 | x | 9 | -1 | -8
CN1CCN(S(=O)(=O)c2ccc(NC(=O)c3ccc([N+](=O)[O-])cc3)cc2)CC1 | 6 | 1 | 5 | -9 | -3 | -7 | 1
CCOC(=O)c1ccccc1NC(=O)COC(=O)CSc1ccccc1 | -4 | 0 | -1 | 0 | 17 | -4 | -3
COc1ccc(CCNC(=O)CSc2nnc(-c3ccccc3)c3ccccc23)cc1OC | x | x | x | x | 6 | 6 | 31

Pulled by compound from the list above, 3 records:
compound | CASP6 VEID inh | DENV2 CPE | EWS-Fli inh | SIRT5 block | LGR2 inh | ARNT TACC3 PPI | PAX8 reporter
CCOC(=O)c1ccccc1NC(=O)COC(=O)CSc1ccccc1 | -4 | 0 | -1 | 0 | 17 | -4 | -3
CN1CCN(S(=O)(=O)c2ccc(NC(=O)c3ccc([N+](=O)[O-])cc3)cc2)CC1 | 6 | 1 | 5 | -9 | -3 | -7 | 1
Cc1c(C(=O)Oc2ccc(F)cc2)sc2ncn(Cc3cccc(F)c3)c(=O)c12 | -1 | -3 | 46 | -1 | 1 | -1 | 28

Other entries follow:
compound | CASP6 VEID inh | DENV2 CPE | EWS-Fli inh | SIRT5 block | LGR2 inh | ARNT TACC3 PPI | PAX8 reporter
Cc1cc(Cl)ccc1NNC(N)=S | -5 | -3 | 11 | 2 | -21 | -3 | -20
CCOC(=O)c1cc(NC(=O)N(CC)C2CCCCC2)c(C)nc1C | 2 | u | 12 | -4 | -4 | 7 | x
COc1ccc(NC(=O)CC2(Cc3ccccc3)CCOC(C)(C)C2)cc1 (centres undefined) | x | x | x | x | 10 | -1 | 3
O=C(Nc1ccc2[nH]c(=O)[nH]c2c1)c1c(F)c(F)c(F)c(F)c1F | 1 | -2 | 3 | -2 | -3 | -20 | 4
Cc1ccc(C2=NN(C(=O)c3ccccc3F)C(c3ccccc3F)C2)cc1 (centres undefined) | 2 | -2 | 17 | -2 | 22 | 4 | 15
CN(c1cccc(F)c1)c1cc2c(c3c1ccn3C)C1CCC2O1 (centres undefined) | 2 | 3 | 0 | 0 | 16 | x | 31
COc1ccc(S(=O)(=O)N2C[C@H](O)COC[C@H]3O[C@H](CC(=O)NCCN4CCCCC4)CC[C@@H]32)cc1 | -27 | -2 | x | 0 | 1 | -4 | x
COc1ccc(-c2sc3ccccc3c2/C=C/c2ccncc2)cc1 | -4 | 20* | -1 | 3 | -13 | x | 1
COc1ccccc1-c1c(C)nn2c(N3CCC(C(N)=O)CC3)cc(C)nc12 | -1 | 6 | -2 | 0 | -4 | -5 | -1
CCCCCCCNC1=CC(=O)CC(c2ccccc2)C1 (centres undefined) | 1 | -3 | 35 | -4 | -6 | -6 | 15
O=C(O)CNC(=O)c1ccc(N2CCOCC2)cc1[N+](=O)[O-] | -3 | -3 | 5 | -4 | 16 | 1 | -4
CC(=O)Nc1c2c(nn1-c1ccccc1C)CS(=O)C2 (centres undefined) | 3 | 0 | -4 | -1 | 16 | 5 | -3
CO[C@@H]1CN(C)C(=O)c2cc(NS(=O)(=O)c3c(C)noc3C)ccc2OC[C@@H](C)NC[C@@H]1C | -1 | 2 | 1 | 1 | 4 | -5 | x
COc1cc([C@@H]2CC=C(C(=O)O)[C@H](c3ccc(F)cc3)N2S(=O)(=O)c2ccc(C)cc2)cc(OC)c1OC | -1 | -6 | -16 | -15 | 12 | -2 | 10
O=C(/C=C/c1cccs1)Nc1ccc([N+](=O)[O-])cc1 | x | x | x | x | -84 | 2 | -90
C[C@H]1CN([C@@H](C)CO)C(=O)c2cc(C3=CCCC3)cnc2O[C@H]1CN(C)Cc1ccccc1 | -2 | -2 | -9 | -4 | 13 | 5 | x
O=C1c2ccccc2C(c2nnnn2Cc2ccccc2)N1CCCN1CCOCC1 (centres undefined) | -5 | -15 | -9 | -10 | -32 | x | 9
Cc1oc(-c2ccccc2Cl)nc1CN(C)C(C)c1ccon1 (centres undefined) | 0 | 3 | 4 | -6 | 21 | -2 | 3
Cc1csc(NC(=O)c2nn(C)c(C)c2[N+](=O)[O-])n1 | -1 | 1 | -24 | -9 | x | -2 | -42
CNC[C@@H]1Oc2ccc(NC(=O)C3CCCCC3)cc2C(=O)N([C@H](C)CO)C[C@H]1C | 5 | -5 | -4 | 6 | -7 | -2 | 2
CCc1nc(SCc2ccccc2)n[nH]1 | -3 | -2 | -56 | 0 | -7 | -10 | -41
Nc1cc(C(F)(F)F)ccc1C(=O)O | 1 | 3 | -12 | x | -3 | 9 | -1
CCCc1c(C)nc(N2CCN(c3ccccc3F)CC2)[nH]c1=O | -2 | 3 | -20 | -1 | 9 | -3 | -5
Cc1c(Cl)cccc1NC(=O)C1CCCN(S(C)(=O)=O)C1 (centres undefined) | -1 | -4 | 6 | -4 | -9 | -11 | -6
